Screening data (PubChem BioAssay)
Insulin prom up = MIN6 insulin promoter up-regulation. MIN6 insulin promoter-GFP reporter, high-content imaging; active compounds read high. z-score at 5 µM. 190,000 tested, 0.3% active;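 active = z-score above 3 at 5 µM with at least 500 cells counted in the well; inconclusive = wells under 500 cells, flagged as cytotoxic or low count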
Dynein transport = blocks dynein driven cargo transport along microtubules. 3617.4 mouse cells, GR-EGFP nuclear translocation imaging; test concentration mostly 20 µM; stimulated with dexamethasone, 1 µM; active compounds read low. z-score, hits read low. 220,000 tested, 0.47% active;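 active = plate z-score of nuclear minus cytoplasmic receptor signal below a set negative limit, without overly bright fluorescence or cell loss, cut at about -3.5 in these data, passing the limit was not always enough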;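 note: z-score of nuclear minus cytoplasmic ring GR-EGFP intensity difference per well; some compounds called inactive have numbers as strong as hits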
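medium = tetracycline-free induction medium containing charcoal-stripped FBS | also added = 1.0 µM final dexamethasone stimulus | schedule = 48 h induction, 1 h compound, 30 min dex at 37 °C | technique = fixed, Hoechst-stained cells imaged at 10x for EGFP | measure = GR-EGFP nuclear translocation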
ER stress rescue = protection against thapsigargin-triggered cell killing – 384-well, CSM14.1, ATP luminescence, primary screen (AID 1222); one-dose cellular ATP content (survival), % at 20 µM; EC50 in µM for titrated hits; 190,000 tested, under 10 active; CSM14.1 thapsigargin-induced death rescue, ATP luminescence; higher % means a stronger effect;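 active = EC50 below 50 µM in the dose-response confirmation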;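 note: death triggered by thapsigargin at about 15 µM added after 2 h compound pretreatment; cell ATP read after overnight thapsigargin exposure of roughly 18 to 22 hours; normalized against plate controls of thapsigargin alone and 5% DMSO vehicle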
Yfh1-depleted yeast = mitochondrial function rescue without frataxin homolog – Friedreich's ataxia, plus single-dose screen, dose response (AID 1465). 220,000 tested, 0.074% active. S. cerevisiae Yfh1-off respiration, WST-1 reduction, 72 h; higher fold induction means a stronger effect. fold induction at 50 µM; hits with a dose series show EC50 in µM;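 active = fold induction of absorbance versus untreated yeast above a set limit, then at least 30% activation at any dose in follow-up; inconclusive = repeats straddling the limit, or above it without dose testing; inactive = fold induction below the set limit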;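 note: activators that raise dye reduction in frataxin-depleted yeast; strong numbers were not always called active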
MT stabilize HCS = microtubule stabilizers in HeLa cells; HeLa tubulin immunostaining HCS, 24 h; share of cells brighter than vehicle mean+2SD; % tubulin-high responders, % at 10 µM; 200,000 tested, 0.83% active;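 active = plate Z-score above 3 for both tubulin-high and condensed-nucleus cell shares, with cell loss under 80%, at 10 µM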;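 note: anti alpha tubulin signal scored within the nucleus-defined area of each cell; some results filed as inactive read as strong as hits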
P. falciparum M1AAP = P. falciparum M1AAP inhibitors, biochemical, fluorogenic H-Leu-NHMec substrate, 1536-well (AID 1445); one-dose inhibition, % at 30 µM; IC50 in µM for titrated hits; 220,000 tested, 0.42% active; recombinant M1AAP, H-Leu-NHMec fluorogenic kinetic assay; higher % means a stronger effect;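 active = primary inhibition above the hit cutoff, then over 50% inhibition at one or more dose response concentrations, cut at about 23% in these data, passing the limit was not always enough; inconclusive = conflicting primary data, or primary hits not chosen for dose response; inactive = low primary inhibition, or under 50% at every dose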;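 note: plate controls were DMSO full reaction for no effect and no enzyme background for full effect; strong numbers were not always called active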
M17LAP inhibition = P. falciparum M17LAP inhibitors, primary screen, biochemical, fluorogenic H-Leu-NHMec substrate, 1536-well (AID 1619) | recombinant M17LAP, H-Leu-NHMec fluorogenic kinetic assay; higher % means a stronger effect | inhibition, % at 30 µM, or IC50 in µM where a hit was titrated | 220,000 tested, 0.38% active;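 active = compound inhibiting the enzyme by more than half at any dose during confirmatory dose-response retesting; inconclusive = strong single-dose inhibitors picked by rank but not retested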;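 note: plate controls were full reaction with DMSO carrier for no effect and no enzyme background for full effect; strong numbers were not always called active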
Lipid droplet = hepatic lipid droplet formation modulation | AML12 mouse hepatocytes, oleate lipid droplets, BODIPY imaging | inhibition, % at 6.5 µM | 240,000 tested, 0.4% active;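 active = lipid droplet intensity inhibited by at least 50%, with more than 500 cells counted; inconclusive = wells with under 300 cells, treated as cytotoxic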
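Test system: AML12 hepatocytes (mouse); reagent: oleate loading, 100 µM; dosing: one dose, 6.5 µM compound; incubation: overnight exposure; signal: fluorescence imaging, 20x objective, two fields per well; read-out basis: % inhibition of corrected integrated BODIPY droplet signal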
Autophagy mod = alters autophagy in cells; MEF GFP-LC3 puncta imaging; test concentration mostly 10 µM; calls only at 10 µM (by protocol); 190,000 tested, 0.98% active;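 active = percentage of spot-positive cells more than 3 SD above its plate mean, without a fluorescence outlier flag or 80% toxicity; inconclusive = no clear call, values can overlap the other calls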;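 note: spot-positive cell cutoff set from DMSO-treated cells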
Dynein transport cytoplasmic EGFP = recorded beside Dynein transport, whose call it bears; z-score; measured here: cytoplasmic GR-EGFP intensity; active compounds read high
Dynein transport nuclear GR-EGFP = further read-out of Dynein transport, marked with its call; z-score; measured here: nuclear GR-EGFP intensity;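 lower value marks the stronger effect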
Dynein transport cell count = second read-out of Dynein transport, no call of its own (marks repeat the call); z-score; measured here: cell count per field
Insulin prom up cell count = second read-out of Insulin prom up, no call of its own (marks repeat the call); cell count; measured here: cytotoxicity, nuclei count;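 total cells summed across four imaged fields per well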
Lipid droplet cells 6.5 µM = further read-out of Lipid droplet, marked with its call; cell count; measured here: cell count, cytotoxicity flag;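 cells counted across two imaged fields per well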
MT stabilize HCS Hoechst-high % = also measured in MT stabilize HCS; calls as there; % Hoechst-high responders; measured here: nuclear condensation Hoechst responders;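 share of cells brighter than vehicle mean plus two SD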
MT stabilize HCS cytotoxicity % = recorded beside MT stabilize HCS, whose call it bears; toxicity, %; measured here: cytotoxicity by cell density;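 0% = mean cell density of plate MIN control wells and 100% = no cells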
Autophagy mod cell loss 18 h = further read-out of Autophagy mod, marked with its call; toxicity, %; measured here: cell loss, nuclei count;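 cell loss after 18 h compound exposure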
The depositor's hits bear a star; i = inactive; ? = inconclusive; . = not tested or not shown.

SMILES	Insulin prom up	Insulin prom up cell count	Dynein transport	Dynein transport cytoplasmic EGFP	Dynein transport nuclear GR-EGFP	Dynein transport cell count	ER stress rescue	Yfh1-depleted yeast	MT stabilize HCS	MT stabilize HCS Hoechst-high %	MT stabilize HCS cytotoxicity %	P. falciparum M1AAP	M17LAP inhibition	Lipid droplet	Lipid droplet cells 6.5 µM	Autophagy mod	Autophagy mod cell loss 18 h
CCCNC(=O)NS(=O)(=O)c1cnccc1Sc1ccc(Cl)cc1	-0.21	1589	0.35	-0.19	0.37	-0.49	-1.1%	i	2.7	1.8	4.4	-3%	12%	.	.	i	6
CCN(CC)S(=O)(=O)c1cc(NS(=O)(=O)c2cccc(Cl)c2)ccc1C	-0.66	1322	-0.15	-0.22	0.33	-0.44	-3.1%	i	1.5	2.3	5.4	4%	2%	-19	646	i	11
Cc1[nH][nH]c(=O)c1N=Nc1ccc(Cl)cc1	-0.75	1345	-0.33	-0.31	-0.11	0.36	0.3%	i	5.1	3.0	3.7	13%	0%	7	708	i	-3
COc1cc2c(cc1OC)CC(=O)N(C)CC2	0.02	1225	0.94	-0.18	0.4	-1.5	2.7%	i	4.2	2.7	1.9	0%	7%	23	750	i	11
Cc1nn(C(=O)c2ccoc2C)c(N)c1-c1ccccc1	-0.19	1194	.	.	.	.	-3.4%	i	.	.	.	.	.	13	660	.	.
CSCCNC(C)=O	-0.54	892	0.2	-0.059	0.51	0.18	-0.6%	i	1.8	1.9	4.6	2%	-5%	17	792	i	-1
O=C(CCC(=O)NCCCc1ccccc1)NCCCc1ccccc1	1.2	1105	0.33	-0.27	-0.25	0.13	12%	i	2.5	2.3	9.4	6%	5%	-1	688	i	-2
CC1(C)CC(=O)C(C=Nc2ccc3[nH]ncc3c2)=C(O)C1	0.19	1630	0.49	-0.28	0.079	-0.36	0.7%	i	6.4	4.3	2.5	11%	50%	-5	620	i	6
CC(=O)NCCOC(=O)Nc1sc(=S)n(C)c1C	.	.	1	-0.18	0.45	-1.3	14%	i	3.6	2.0	3.6	4%	4%	10	806	i	-8
O=C1CCC2CCCCC2(O)O1 (centres undefined)	0.43	1476	-0.21	-0.088	-0.25	0.26	1.3%	i	1.7	1.1	4.6	-4%	7%	.	.	i	-11
Cc1cccc(C)c1N1CC(=O)N(c2c(C)cccc2C)CC1=O	-1.1	1700	0.16	-0.22	-0.036	0.52	6.1%	i	2.2	2.0	9.6	-3%	-3%	.	.	i	9
CCCN(CCC)C(=O)CC(c1ccccc1)C1CCOC(C)(C)C1 (centres undefined)	0.03	1567	0.18	-0.19	0.15	0.19	-1.1%	i	2.0	2.2	6.4	2%	6%	-12	661	i	1
CSc1nc2ccsc2c(=O)n1-c1ccccn1	-0.71	1340	-0.48	-0.3	0.068	0.31	-0.7%	i	1.9	2.3	4.0	-2%	2%	6	695	i	1
Cn1cc(S(=O)(=O)N2CCC3(CC2)OCCO3)c(=O)n(C)c1=O	0.91	1356	0.0036	-0.19	0.34	-0.087	-1.3%	i	2.4	1.5	10	5%	2%	6	707	i	-5
CC1(c2nnc(-c3ccncc3)o2)CC(c2c(Cl)cccc2Cl)=NO1 (centres undefined)	1	612	0.73	-0.54	0.52	-0.91	.	i	.	.	.	6%	2%	.	.	.	.
COc1ccc(/C=N/Nc2nc(-c3cccc(S(=O)(=O)N4CCCC4)c3)cs2)cc1OC	-1.4	1050	-0.55	-0.33	-0.64	1.1	0.2%	i	3.7	4.7	10	3%	14%	-20	572	i	3
CCOC(=O)Cc1cc(-c2ccc(O)cc2)nc2ccc3ccccc3c12	-1.1	1399	1.1	-0.19	1.2	-0.9	-2.9%	i	4.1	2.1	6.1	1%	1%	.	.	i	11
CC1=NCCN1S(=O)(=O)c1ccccc1[N+](=O)[O-]	-0.17	1234	1.6	-0.27	0.4	0.36	-1.0%	i	2.2	2.3	6.1	0%	-1%	-7	706	i	-6
O=C(NCCCN1CCOCC1)c1sc2cc([N+](=O)[O-])ccc2c1Cl	-0.15	1540	0.018	-0.25	0.69	0.26	3.4%	i	2.8	2.3	12	-2%	10%	4	694	i	9
Cc1cccc(-c2noc(-c3ccccc3C(=O)NCC3CCCO3)n2)c1 (centres undefined)	0.35	1006	-0.46	-0.37	-0.0053	0.2	-2.8%	i	3.4	2.6	7.7	3%	8%	.	.	i	6
Cc1nc2c(c(=O)c3ccccc3n2C)c(=O)n1C1CCCCCC1	0	1067	1.4	-0.21	1.2	-1.1	.	i	.	.	.	-2%	18%	-16	670	.	.
Cc1nc(CN(C)C(=O)c2cc(COc3ccc4ncccc4c3)on2)cs1	-5.6	776	0.24	-0.25	-0.19	0.01	2.1%	i	7.0	1.5	9.5	-1%	-1%	-32	634	i	17
Oc1c(C(c2ccccc2)N2CCN(Cc3ccccc3)CC2)sc2ncnn12 (centres undefined)	-0.49	947	0.24	-0.27	0.17	0.47	2.1%	i	4.3	1.9	9.8	2%	0%	.	.	i	16
CCc1cccc(N(C(=O)c2csnn2)C(C(=O)NC(C)(C)CC)c2ccccn2)c1 (centres undefined)	.	.	-0.42	-0.17	-0.43	0.41	-1.2%	i	1.9	1.5	8.8	0%	25%	4	698	i	18
CC(C)OC(=O)c1cc(NC(=S)Nc2ccc([N+](=O)[O-])cc2)cc(C(=O)OC(C)C)c1	?	.	.	.	.	.	-1.9%	i	2.5	0.8	12	14%	12%	-6	742	i	-1
CC(C)CSc1oc(-c2ccco2)nc1S(=O)(=O)c1ccccc1	0.07	1108	-0.3	-0.24	0.21	0.54	.	i	.	.	.	7%	19%	-44	757	.	.
O=c1oc2ccccc2c(Nc2ccc(Cl)cc2)c1[N+](=O)[O-]	.	.	0.022	-0.054	0.44	-0.077	.	i	.	.	.	0%	2%	-9	711	.	.
COc1ccc(-n2nnnc2SCC(=O)c2cccc(OC)c2)cc1	-0.16	937	3	0.011	2	-2.3	1.8%	i	5.0	2.4	6.8	4%	13%	11	700	i	2
Cc1ccn2c(NCc3ccccc3)c(-c3cccs3)nc2c1	0.38	1466	1.5	-0.3	0.51	-0.59	1.2%	i	4.1	2.0	2.0	18%	2%	7	708	i	8
Cc1[nH]c(=S)n(CC2CCCO2)c1C (centres undefined)	.	.	-0.18	-0.23	0.075	0.81	.	i	2.8	2.6	12	-1%	-2%	.	.	i	-6
CC(C)(C)C(=O)Nc1nc2cc3c(cc2s1)OCO3	-0.19	1094	-0.73	-0.23	-0.4	0.81	.	i	.	.	.	3%	-3%	-9	770	.	.
CC1CN(Cc2nc3c(c(=O)n(C)c(=O)n3C)n2Cc2ccccc2)CC(C)O1 (centres undefined)	-0.02	1017	-0.91	-0.26	-0.55	0.45	0.7%	i	5.5	2.8	3.7	9%	1%	.	.	i	-9
COc1ccccc1NC(=O)/C(=C/c1cccs1)NC(=O)c1ccco1	0.25	1051	-1	-0.076	-0.52	1.6	.	i	.	.	.	4%	-2%	16	712	.	.
CCC(=O)Nc1cc(C(=O)O)ccc1Sc1ccc(Cl)cc1	-0.29	1100	0.59	-0.2	-0.055	0.57	-0.6%	i	3.5	1.4	4.7	1%	4%	-8	720	i	1
O=C(COc1ccccc1)N1CCc2ccccc2C1	-0.07	1853	-0.49	-0.27	-0.023	0.075	1.6%	i	1.5	2.0	3.8	-2%	6%	2	677	i	1
CC1(C)Cc2cccc(OCC(=O)N3CCN(c4ccccc4)CC3)c2O1	-0.16	1550	-0.013	-0.27	-0.23	-0.019	-1.9%	i	4.3	1.8	4.5	-2%	8%	13	635	i	10
COc1ccc(Cl)cc1NC(=O)CN(C)CC(=O)Nc1ccccc1-c1ccccc1	0.38	1220	-1	-0.31	-0.23	0.73	.	i	8.4	5.1	1.0	-3%	-1%	-25	600	i	10
COc1cc(OC)c(-n2cc(-c3ccc(Cl)cc3)[nH]c2=O)cc1Cl	-0.01	1545	0.089	-0.25	0.13	-0.15	-1.9%	i	3.1	2.9	1.5	-5%	6%	-19	532	i	3
CCc1ccc(OCCCC(=O)O)c(Br)c1	0.74	1140	0.46	-0.22	0.57	-0.99	1.2%	i	1.9	2.8	27	2%	32%	-7	786	i	2
COc1ccc2nc(NC(=O)c3cccc(S(=O)(=O)N4CCOCC4)c3)sc2c1	-0.9	854	-0.97	-0.24	-1.1	1.1	-1.2%	i	2.0	1.0	3.3	7%	-2%	.	.	i	-5
O=C(/C=C/c1ccccc1Cl)NCCN1CCOCC1	-0.24	1632	0.42	-0.21	0.54	0.73	-1.1%	i	3.3	1.1	5.1	0%	7%	.	.	i	25
O=C(CNC(=O)c1ccco1)OCC(=O)c1ccc2c(c1)CCCC2	0.79	1619	-0.16	-0.37	-0.07	-0.48	-1.2%	i	2.8	1.8	7.9	6%	34%	.	.	i	-1
